Screens as filed in PubChem BioAssay.
TNF necrop inh – inhibitors of TNF-alpha triggered necroptosis, primary screen, cell-based, Jurkat FADD-/-, single concentration. Jurkat FADD-/- TNF necroptosis rescue, ATP luminescence, 24 h; 0 = TNF only, 100 = no-TNF cells. activation (protection from cell death), % at 10 µM. actives 0.068% (n = 220,000). AID 463075, 2010;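 active means activation, meaning protection from cell death, of at least 50% relative to plate controls; inactive means activation below 50%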;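 further: necroptosis triggered by 40 ng/mL TNF-alpha added together with compound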
TRPML3 agonist – human TRPML3 channel agonists, primary screen, cell-based, HEK293 TRPML3-YFP, Fluo-8 calcium fluorescence, 3 µM; activation, % at 3 µM; Mucolipin-3 (Homo sapiens), Q8TDD5; actives 0.29% (n = 220,000); AID 1448, 2008; 100% = the carbachol control signal;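 active means activation above its plate's cutoff, the mean activation of the plate's test wells plus 3 SD, cut at about 12% in these data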;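 further: 0% = DMSO only wells and 100% = carbachol wells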
Target sequence (Q8TDD5 whole entry, looked up): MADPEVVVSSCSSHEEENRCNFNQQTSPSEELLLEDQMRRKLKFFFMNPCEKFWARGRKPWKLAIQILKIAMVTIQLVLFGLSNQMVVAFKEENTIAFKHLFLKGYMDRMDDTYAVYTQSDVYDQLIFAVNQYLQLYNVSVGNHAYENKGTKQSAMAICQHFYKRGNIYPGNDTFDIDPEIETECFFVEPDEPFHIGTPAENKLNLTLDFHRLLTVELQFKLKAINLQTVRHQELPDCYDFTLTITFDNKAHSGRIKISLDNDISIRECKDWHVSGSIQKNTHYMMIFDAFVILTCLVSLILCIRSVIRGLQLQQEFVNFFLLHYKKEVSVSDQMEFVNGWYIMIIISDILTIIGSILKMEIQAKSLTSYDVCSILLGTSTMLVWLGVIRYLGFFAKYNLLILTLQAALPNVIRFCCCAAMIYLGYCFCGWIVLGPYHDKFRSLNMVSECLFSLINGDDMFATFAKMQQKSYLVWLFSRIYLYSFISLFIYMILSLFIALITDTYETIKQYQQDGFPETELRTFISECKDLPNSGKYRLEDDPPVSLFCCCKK
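Test system: TRPML3-YFP stable HEK293 cells. Doses: single point at 3 µM. Incubation: dye loading 1 h 37 °C then 30 min ambient, 125 s read. Signal: Fluo-8 calcium dye fluorescence, ex 470-495, em 515-575 nm. Measure: percent activation from peak-to-basal fluorescence ratio, scaled between DMSO and carbachol.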
Mdm2 ligase inh – MDM2-luciferase reporter signal enhancers, primary screen, MDM2 E3 ligase inhibitor project, cell-based, luminescence, 1536-well; AID 1230, 2008; signal enhancement, % at 5 µM; actives 0.11% (n = 210,000); cell-based MDM2 ubiquitination luciferase reporter, 2 h; 0 = plate control, 100 = twice control, blank-subtracted;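 active means signal enhancement of 30% or more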;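 further: luminescence tracks abundance of the self-degrading MDM2-luciferase fusion protein; higher signal means inhibition of MDM2 E3 ligase activity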
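Material: Stable MDM2–luciferase fusion reporter cells | Amount: 2000 cells seeded into each well | Dosing: One concentration, 5 µM, with 0.2% DMSO | Incubation: 4 h cell settling then 2 h compound exposure, 37 °C | Measured by: Luciferase luminescence | Read-out basis: % enhancement relative to plate controls after blank subtraction | Benchmarks: Control and blank well means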
EBV gp42 block – Epstein-Barr virus gp42 inhibitors, primary screen, biochemical, uHTS, fluorescence polarization | Glycoprotein 42 (Epstein-Barr virus (strain AG876)), Q1HVG2 | Fluorescence polarization binding assay, mP read-out | inhibition, % (tested at 21.74 µM) | actives 0.42% (n = 220,000); in the data active means inhibition above about 50%
Target sequence (Q1HVG2 whole entry, looked up): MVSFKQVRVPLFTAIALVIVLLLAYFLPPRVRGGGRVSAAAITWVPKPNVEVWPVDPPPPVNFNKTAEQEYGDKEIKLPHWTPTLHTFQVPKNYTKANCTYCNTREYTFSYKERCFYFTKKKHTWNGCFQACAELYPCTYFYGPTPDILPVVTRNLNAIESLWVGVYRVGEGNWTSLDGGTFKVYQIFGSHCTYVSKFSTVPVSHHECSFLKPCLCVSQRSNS
TRPN1 ag – zebrafish TRPN1 channel agonists, primary screen, cell-based, HEK293, calcium fluorescence; transient receptor potential cation channel N1 (TRPN1/NompC), Danio rerio; HEK293 zebrafish TRPN1-YFP, Fluo-8 calcium fluorescence; 100% = response to 87 µM carbachol; activation, % at 3 µM; actives 0.18% (n = 220,000);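 active means activation above its plate's cutoff, the mean activation of test wells on that plate plus 3 SD, cut at about 19% in these data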;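 further: 0% = DMSO alone and 100% = 87 µM carbachol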
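Assay system: Zebrafish TRPN1-YFP in HEK293 cells | Incubation: Dye loading 1 h at 37 °C, then 30 min room temperature | Measured by: Kinetic Fluo-8 fluorescence, ex 470-495, em 515-575 nm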
PPC-1+TRAIL kill – compounds killing PPC-1 cancer cells with TRAIL present, primary screen, TRAIL potentiator project, ATPLite luminescence, uHTS | PPC-1 cells + TRAIL, ATPLite viability luminescence | cell killing (% activity), % at 4 µM | actives 0.41% (n = 220,000);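 active means cell killing above 50% in the first pass at 4 µM, then a duplicate retest at 5 µM averaging 50% or more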;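 further: plate controls were cells with TRAIL plus DMSO for no effect and medium-only wells lacking cells for full effect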
Runt-SMMHC FRET – inhibitors of RUNX1 Runt–CBFb-SMMHC binding, primary screen, biochemical, FRET, Cerulean-Runt, Venus-CBFb-SMMHC, uHTS; Runt-related transcription factor 1 (Homo sapiens) + Core-binding factor subunit beta …; Cerulean-Runt/Venus-CBFb-SMMHC FRET ratio 530/480, 1 h; inhibition, % at 20 µM; actives 0.74% (n = 220,000);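 active means mean inhibition across duplicate retests at 20 µM reaching about 50%, limit read from the data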;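 further: 0% = DMSO wells and 100% = wells with excess untagged CBFb-SMMHC; inhibitors lower the FRET ratio by blocking Runt binding to CBFb-SMMHC; some results filed as inactive read as strong as hits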
CHOP inhibitor – inhibitors of CHOP promoter induction, primary screen, cell-based, unfolded protein response, luciferase reporter | CHO-K1 CHOP-promoter luciferase, tunicamycin-induced, 15-18 h | inhibition, % at 10 µM | actives 3.8% (n = 220,000) | AID 2732, 2010;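 active means compounds that reduced the stress-induced luciferase reporter signal by more than about 70% of percent inhibition, limit read from the data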;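 further: 0% = tunicamycin plus vehicle and 100% = wells without tunicamycin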
p47phox inh – p47phox/p22phox peptide binding inhibitors, primary screen, biochemical, uHTS, NADPH oxidase regulatory subunit; inhibition, % at 24.7 µM; AID 1274, 2008; actives 0.53% (n = 220,000); Neutrophil cytosol factor 1 (Homo sapiens), P14598; fluorescence polarization, 2 h;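 active means inhibition above about 30%, limit read from the data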;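 further: 0% = p47phox with labelled peptide and 100% = labelled peptide alone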
* = called active by the depositor; nt = not tested or not shown.

The line under a structure holds: TNF necrop inh	TRPML3 agonist	Mdm2 ligase inh	EBV gp42 block	TRPN1 ag	PPC-1+TRAIL kill	Runt-SMMHC FRET	CHOP inhibitor	p47phox inh
O=C(Cn1cc(C(=O)c2cccs2)c2ccccc21)NCc1ccc2c(c1)OCO2
 : 0.4	-0.6	-8.4	-14.8	1.4	-0.8	2.0	37.1	-17.0
Cc1ccc(SCCNC(=S)Nc2ccccc2)cc1
 : -5.9	0.0	-13.7	-4.0	-1.2	-6.8	-3.5	66.4	-10.8
Cc1cc(NC(=O)CSc2nc3ccsc3c(=O)n2CCCCC(=O)O)no1
 : 1.2	1.2	-19.7	0.8	0.7	-0.2	-1.1	-8.0	-11.5
CC1(C)CC(=O)c2cc(NC(=O)c3ccccc3)c(=O)oc2C1
 : 1.1	-0.2	-15.9	-14.4	0.3	5.9	-0.5	-15.9	-4.3
O=C(/C=C/c1cccc(Oc2ccccc2)c1)N1CCOCC1
 : 0.4	-0.1	-12.6	6.9	-1.8	16.3	-0.1	-1.2	-1.5
CCN(CC)S(=O)(=O)c1ccc(NN=c2c(=O)c3ccccc3c2=O)cc1
 : -6.2	-0.2	-2.0	-14.1	0.9	13.4	-7.9	-2.7	-4.8
O=[N+]([O-])c1cccc(N/N=C/c2cccc(O)c2O)c1
 : -3.6	-0.6	-4.7	-5.6	-0.8	21.9	-4.9	2.1	-8.3
CC1CCc2cc(F)ccc2N1C(=O)CSc1nnc(-c2cccs2)n1C (configuration not stated)
 : -3.2	-0.6	-11.5	-1.9	0.4	21.4	-2.5	-9.0	12.8
CC(=O)NC(=S)Nc1ccccc1C(=O)Nc1ccccc1
 : 4.4	0.0	-17.4	3.6	0.8	1.2	-2.6	8.9	6.2
CN1CCN(S(=O)(=O)c2ccc(NC(=O)c3ccco3)cc2)CC1
 : 0.6	0.7	4.8	-17.3	1.6	23.9	1.4	-4.1	-13.4
CN(CCc1ccccn1)C(=O)c1cccnc1Oc1ccccc1
 : -0.4	0.9	0.5	-21.2	1.4	19.8	3.5	-14.9	-10.3
COc1ccccc1C1C=C(c2ccc(Cl)cc2)Nc2nc(NS(C)(=O)=O)nn21 (configuration not stated)
 : -0.9	0.2	-7.3	21.5	1.2	23.7	-30.9	29.2	-10.4
COc1ccccc1OCCOC(=O)Nc1ccccc1
 : 0.7	-0.1	-8.8	3.3	0.0	22.5	-0.5	-10.4	-3.3
O=C(CSc1nnc(-c2cccnc2)s1)Nc1cccc(C(=O)O)c1
 : 1.0	0.4	nt	3.4	-0.3	6.3	-4.0	-36.8	-5.0
COC(=O)C(CC(C)C)NC(=O)/C=C/c1ccccc1Cl (configuration not stated)
 : 2.4	-0.4	7.0	-10.6	-1.3	16.3	-1.3	30.0	-6.1
CCCCCCCn1c(C)nnc1-c1cnn(C)c1N
 : -3.9	0.3	-8.0	1.9	-0.2	-10.9	1.5	4.8	-0.7
CCC(=O)NS(=O)(=O)c1ccc(N=NN2CCCCC2)cc1
 : 0.0	0.9	3.1	6.7	1.3	6.7	2.4	12.4	-1.1
CN1CCN(c2ccc(C(=O)c3cn(-c4ccc(F)c(Cl)c4)nn3)cc2)CC1
 : -1.2	0.4	-16.1	-5.6	0.7	13.2	4.5	-49.5	12.7
CCNS(=O)(=O)c1ccc(NC(=S)NCC2CCCO2)cc1 (configuration not stated)
 : 0.7	0.9	-2.9	-10.1	0.8	8.6	-5.7	15.1	-17.4
CC1CCCC(C(=O)O)N1C(=O)CCS (configuration not stated)
 : 0.3	1.0	-11.3	-19.8	0.6	-8.4	-3.7	-16.1	-10.0

The listing continues:
The line under a structure holds: TNF necrop inh	TRPML3 agonist	Mdm2 ligase inh	EBV gp42 block	TRPN1 ag	PPC-1+TRAIL kill	Runt-SMMHC FRET	CHOP inhibitor	p47phox inh
CCCc1nc(SCC(N)=O)[nH]c(=O)c1CC
 : 1.7	1.5	-8.2	-2.5	1.5	-32.8	-0.4	16.1	-3.3
CCOc1ccccc1NC(=O)CSc1nnc2c(CC)c(C)nc(N)n12
 : -0.8	-0.9	-9.1	1.6	0.3	17.5	2.6	4.4	-5.5
C/C(=C\c1ccccc1)CN1CCN(c2cccc(Cl)c2)CC1
 : -0.5	0.5	2.0	-12.7	-3.1	-4.5	-7.5	22.8	-12.5
COc1ccccc1OCc1ccc(C(=O)NCc2cccnc2)o1
 : -1.2	-0.2	-21.5	-17.5	0.0	8.9	0.3	-8.5	-2.4
O=C1N=c2ccc(Br)cc2=C1c1sc(=S)n(NS(=O)(=O)c2ccccc2)c1O
 : 0.2	-0.4	6.2	17.5	-0.6	15.9	-2.1	15.5	-27.5

Among those listed so far, these have two or more sulfur atoms:
The line under a structure holds: TNF necrop inh	TRPML3 agonist	Mdm2 ligase inh	EBV gp42 block	TRPN1 ag	PPC-1+TRAIL kill	Runt-SMMHC FRET	CHOP inhibitor	p47phox inh
Cc1ccc(SCCNC(=S)Nc2ccccc2)cc1
 : -5.9	0.0	-13.7	-4.0	-1.2	-6.8	-3.5	66.4	-10.8
Cc1cc(NC(=O)CSc2nc3ccsc3c(=O)n2CCCCC(=O)O)no1
 : 1.2	1.2	-19.7	0.8	0.7	-0.2	-1.1	-8.0	-11.5
CC1CCc2cc(F)ccc2N1C(=O)CSc1nnc(-c2cccs2)n1C (configuration not stated)
 : -3.2	-0.6	-11.5	-1.9	0.4	21.4	-2.5	-9.0	12.8
O=C(CSc1nnc(-c2cccnc2)s1)Nc1cccc(C(=O)O)c1
 : 1.0	0.4	nt	3.4	-0.3	6.3	-4.0	-36.8	-5.0
CCNS(=O)(=O)c1ccc(NC(=S)NCC2CCCO2)cc1 (configuration not stated)
 : 0.7	0.9	-2.9	-10.1	0.8	8.6	-5.7	15.1	-17.4
O=C1N=c2ccc(Br)cc2=C1c1sc(=S)n(NS(=O)(=O)c2ccccc2)c1O
 : 0.2	-0.4	6.2	17.5	-0.6	15.9	-2.1	15.5	-27.5

Compounds as they come; overall some 5.9% were active at least once.
